High-throughput results: PubChem, several laboratories
hK5 inh – inhibitors of human kallikrein 5; Q9Y337; inhibition, % at 5 µM; recombinant hK5, fluorogenic AMC substrate cleavage; actives 0.59% (n = 210,000); AID 873;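 active = inhibition of 40% or more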;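 note: 0% = enzyme controls without compound and 100% = no-enzyme blanks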
FXIa inh 1536 – factor XIa (human) inhibition; inhibition, % at 5 µM; P03951; purified FXIa, Boc-Glu-Ala-Arg-AMC fluorogenic substrate; actives 0.14% (n = 220,000);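 active = inhibition of at least 40%; inactive = inhibition below 40%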;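 note: fluorescence of freed AMC excited at 355 nm; 0% = enzyme without compound and 100% = no enzyme blank; many of its hits are not listed in these tables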
p97 inhibitor – blocks human p97 ATPase activity; P55072; recombinant p97 ATPase, Kinase-Glo ATP luminescence, 3 h; inhibition, % at 8 µM; actives 0.42% (n = 220,000); AID 1481; in the data active = inhibition above about 15%;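 note: 0% = DMSO vehicle and 100% = wells lacking enzyme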
PERK inh – human PERK inhibition, primary cell-based screen. CHO PERK-DD fusion, SEAP luminescence translation reporter. inhibition, % at 5.6 µM. AID 1416. actives 0.17% (n = 220,000);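 active = inhibition above the mean inhibition of all tested compounds plus 3 SD, set separately per screening campaign, cut at about 2.9% in these data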;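 note: PERK kinase domain activated by AP20187 dimerizer at 100 nM; 0% = DMSO with dimerizer and 100% = rapamycin at 8.4 µM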
Wee1 stabilizer – blocks degradation of human Wee1 kinase; P30291; HeLa Luc-Wee1K328M stability, luciferase luminescence; 100% = proteasome inhibitor MG132 effect; reporter increase, % at 5 µM; actives 1.2% (n = 220,000);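 active = activation above the mean of all tested compounds plus 3 SD, set per screening run, cut at about 8.8% in these data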;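 note: cells exposed to compound for 20 h before luminescence read; 0% = DMSO alone and 100% = MG132 at 30 µM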
Furin inh – inhibitors of human furin. P09958. purified furin, fluorogenic substrate cleavage. inhibition, % at 30 µM. actives 0.061% (n = 220,000); in the data active = inhibition above about 25%; note: inactives centre near -15
FXIIa inh 1536 – inhibitors of human coagulation factor XIIa; actives 0.3% (n = 220,000); purified FXIIa, Boc-QGR-AMC fluorogenic substrate, 2 h; AID 800; inhibition, % at 5 µM; P00748; in the data active = inhibition above about 40%;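 note: 0% = enzyme with no compound and 100% = blank without enzyme; many of its hits are not listed in these tables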
thrombin 1536 – thrombin (human) inhibition; P00734; alpha-thrombin, Boc-VPR-AMC fluorogenic substrate cleavage; inhibition, % at 5 µM; actives 0.26% (n = 220,000); AID 1046;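 active = inhibition at or above 40%; inactive = inhibition below 40%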;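 note: 0% = enzyme with no compound and 100% = wells without enzyme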
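Material: Human alpha-thrombin protein | Buffer or medium: pH 7.5 Tris-saline with Tween 20 | Reagent: Boc-VPR-AMC substrate, 15 µM final | Schedule: Reaction at ambient temperature | Detection: AMC fluorescence at 355 nm excitation and 460 nm emission | Evaluation: Percent inhibition scaled between no-compound controls and no-enzyme blanks | Controls: no-compound enzyme wells and no-enzyme blanks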
Cl transport mod – modulators of human KCC2 chloride dependent transport | KCC2 cells, thallium flux FluoZin-2 fluorescence | B-score of Tl+ flux slope (higher = more flux/activation; lower = inhibition) at 10 µM | actives 2.2% (n = 190,000) | AID 1456;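 active = thallium flux slope and its plate-corrected score both differing from the plate sample mean at a set confidence after two filtering rounds, in either direction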;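 note: slope of fluorescence scaled to starting intensity during 10 to 20 s after thallium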
Target sequence (Q9H2X9 whole entry, looked up): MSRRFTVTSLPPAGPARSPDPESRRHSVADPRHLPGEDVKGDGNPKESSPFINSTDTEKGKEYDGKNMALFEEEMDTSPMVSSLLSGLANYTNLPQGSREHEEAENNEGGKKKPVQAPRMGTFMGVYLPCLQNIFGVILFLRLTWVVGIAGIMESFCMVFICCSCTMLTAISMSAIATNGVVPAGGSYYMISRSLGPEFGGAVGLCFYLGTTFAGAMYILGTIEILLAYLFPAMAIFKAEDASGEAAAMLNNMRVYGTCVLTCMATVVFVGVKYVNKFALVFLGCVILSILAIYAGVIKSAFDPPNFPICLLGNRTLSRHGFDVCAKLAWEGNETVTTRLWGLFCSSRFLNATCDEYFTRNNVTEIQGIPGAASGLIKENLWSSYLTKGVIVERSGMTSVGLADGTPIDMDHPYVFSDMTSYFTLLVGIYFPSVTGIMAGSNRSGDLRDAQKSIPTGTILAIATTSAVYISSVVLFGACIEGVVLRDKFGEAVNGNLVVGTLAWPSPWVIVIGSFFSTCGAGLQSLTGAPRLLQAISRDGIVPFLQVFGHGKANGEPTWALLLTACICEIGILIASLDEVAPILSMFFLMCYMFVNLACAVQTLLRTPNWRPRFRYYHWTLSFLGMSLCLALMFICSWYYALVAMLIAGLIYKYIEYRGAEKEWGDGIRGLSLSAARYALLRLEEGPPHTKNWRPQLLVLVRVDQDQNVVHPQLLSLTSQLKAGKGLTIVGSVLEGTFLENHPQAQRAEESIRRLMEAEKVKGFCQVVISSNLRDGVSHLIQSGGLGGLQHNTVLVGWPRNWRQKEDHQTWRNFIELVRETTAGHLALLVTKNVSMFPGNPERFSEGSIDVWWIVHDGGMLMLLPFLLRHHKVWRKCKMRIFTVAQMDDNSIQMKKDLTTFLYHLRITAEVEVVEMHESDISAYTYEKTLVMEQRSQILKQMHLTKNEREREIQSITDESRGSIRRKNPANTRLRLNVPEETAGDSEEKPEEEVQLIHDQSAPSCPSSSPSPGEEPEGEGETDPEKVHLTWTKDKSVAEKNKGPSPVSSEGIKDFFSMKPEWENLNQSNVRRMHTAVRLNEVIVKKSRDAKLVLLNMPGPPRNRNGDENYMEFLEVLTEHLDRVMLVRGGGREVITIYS
The depositor's hits bear a star; / = no result given; [ ] = another dose, or the depositor's remark. Hits appear at their usual frequency; about 4.4% have a hit in one of these screens.

Cl transport mod | Wee1 stabilizer | hK5 inh | Furin inh | FXIa inh 1536 | p97 inhibitor | thrombin 1536 | FXIIa inh 1536 | PERK inh | mol
0.69 | 2 | 43* | -8 | -8 | -1 | 13 | 34 | -0.7 | Cc1ccc(C)c(S(=O)(=O)N2CCCOC2CNC(=O)C(=O)NCc2cccnc2)c1 (stereo not drawn)
0.6 | 1 | -4 | -15 | 0 | 5 | 3 | 5 | 1.2 | O=C(N/C(=C\c1cccc([N+](=O)[O-])c1)C(=O)N1CCOCC1)c1ccc([N+](=O)[O-])cc1
-0.83 | -5 | 0 | -13 | 2 | 2 | / | 5 | -0.4 | CCOc1ccc(C(C)NC(=O)c2cccnc2OCC)cc1OCC (stereo not drawn)
-1.3 | 13* | 14 | -13 | 1 | -2 | 4 | 12 | 0.8 | COc1ccccc1-c1ccc(SCc2ccccc2F)nn1
1.9 | -2 | -2 | -13 | 2 | 3 | 2 | 13 | 1.1 | CCOC(=O)CSc1nc2c(cnn2-c2ccc(C)cc2)c(=O)[nH]1
-1.9 | -2 | -5 | -83 | -7 | 0 | -7 | 2 | -0.3 | CCCCCCCCCC[n+]1cccc2c3ccccc3ccc21
/ | 1 | -1 | -14[20 µM] | -5 | 1 | -10 | -13 | -0.1 | CC1(C)C(=O)OC(c2cccs2)C2(CCCCC2)C1=O (stereo not drawn)
3.5 | -1 | 14 | -27 | 6 | 7 | 0 | 5 | 0.5 | O=C(Nc1ccccc1C(=O)N1CCCC1)C1COc2ccccc2O1 (stereo not drawn)
-0.25 | 4 | 0 | -16 | -1 | 4 | 0 | 2 | -0.4 | CN(CCC#N)C(=O)CC(Cc1ccccc1)C1CCOC(C)(C)C1 (stereo not drawn)
-0.32 | 1 | -3 | -2[20 µM] | 6 | -2 | 7 | 9 | 0.0 | Cc1ccccc1-n1c(C)cc(/C=C2\NC(=O)NC2=O)c1C
-0.41 | 3 | -12 | 3 | -2 | 4 | -14 | -3 | -1.1 | COc1ccc(-c2[nH]c(-c3ccc(SC)cc3)nc2SCC(=O)Nc2nccs2)cc1
/ | -1 | -9 | -13 | 8 | -1 | 2 | 18 | -1.0 | COCCn1c(SCC(=O)NCc2cccs2)nnc1-c1ccc(OC)cc1
1.3 | -1 | -3 | -7[20 µM] | -2 | -7 | -6 | 4 | 0.3 | Cc1nnc2ccc(N3CCC4(CC3)OCCO4)nn12
-0.04 | 0 | -8 | -15[20 µM] | 6 | 2 | 1 | 17 | -0.5 | O=C(Nc1ccccc1)c1ccc(NCCN2CCOCC2)c(S(=O)(=O)N2CCOCC2)c1
0.75 | 0 | -9 | -10 | 8 | 9 | -3 | 9 | 0.1 | Cc1[nH]c(=O)[nH]c(=O)c1/C=N/NC(=O)CCCCCNC(=O)OC(C)(C)C
-0.028 | 3 | 3 | -16 | -1 | 2 | 2 | 9 | 0.9 | CCOC1(/N=C(\C)NS(=O)(=O)c2ccc(Cl)cc2)C(C)=CC(=O)C=C1C
0.56 | 0 | 6 | -3 | 3 | 3 | -4 | 12 | 0.2 | CN(C)CCCNC(=O)/C(=C\c1ccc(-c2cccc([N+](=O)[O-])c2)o1)NC(=O)c1ccccc1
-0.16 | 0 | -3 | -20 | -2 | -4 | -4 | 5 | 1.2 | CCOC(=O)c1ccc(N2C(=O)CC(Nc3ccc(O)cc3)C2=O)cc1 (stereo not drawn)
0.65 | 0 | 12 | -13[20 µM] | 7 | 7 | -1 | 16 | 2.1 | N#CC(=C=[N-])C1=C(C#N)C(c2ccccc2F)C([n+]2ccccc2)C(O)(C2CC2)N1 (stereo not drawn)
-1.6 | -2 | -7 | -12[20 µM] | -5 | -2 | -3 | -2 | -1.6 | Cc1ccc(NC(=S)NCc2ccc3c(c2)OCO3)c(C)c1
-0.57 | -1 | -24 | -22[20 µM] | -4 | -4 | -2 | -1 | 0.2 | CCOC(=O)C1=C(C)C(c2ccccc2OC)NC(=S)N1 (stereo not drawn)
-1.3 | -2 | 4 | -29 | 6 | -1 | 4 | 17 | 0.2 | Cc1noc(C)c1COC(=O)Cc1ccc(Cl)c(Cl)c1
1.5 | -1 | -349 | -13[20 µM] | -28 | -1 | -17 | -42 | -0.8 | CCN(CC)c1ccc(-c2c(C#N)c(N)nc(OC)c2C#N)cc1
-1 | -1 | -5 | -11 | 22 | -3 | 3 | 28 | -0.1 | CCOC(=O)C1=C(C)NC(C)=C(C(=O)OCC)C1c1cccs1
0.97 | 3 | -9 | -17 | -1 | 0 | -11 | 8 | 0.5 | O=C(CSc1nnc(-c2cccnc2)s1)Nc1ccc(C(=O)O)cc1
-0.22 | 1 | / | -26 | 0 | -2 | -4 | 6 | 0.8 | CCOc1cc2[nH]c(=O)n(CCCN3CCN(c4ccc(OC)cc4)CC3)c(=O)c2cc1OCC
0.78 | / | 2 | -27 | 2 | / | 2 | 10 | / | Clc1ccc(C2[C@H]3CN(Cc4cccnc4)[C@H](c4ccccc4)C34CC2(c2ccccc2)C4)cn1 (stereo partly drawn)
1.1 | 2 | -2 | -16 | 1 | -1 | 7 | 7 | 0.8 | Cc1ccc(F)cc1NC(=O)c1cnccn1
/ | 0 | -6 | -14 | -5 | 4 | -3 | 4 | -0.1 | CS(=O)(=O)c1ccc(C(=O)OCc2nnc(-c3ccc(Cl)cc3)o2)cc1[N+](=O)[O-]
-0.02 | -1 | 4 | -32 | -3 | 4 | -7 | 0 | -0.8 | CCn1c(=O)c2ccccc2n2c(SCC(=O)N3CCCc4ccccc43)nnc12
1.1 | -2 | 2 | -13[20 µM] | 4 | -1 | 2 | 12 | 0.0 | C=CCN(CC=C)C(=O)C1CCC(C(=O)N(CC=C)CC=C)CC1 (stereo not drawn)
0.76 | 3 | -25 | -20[20 µM] | 0 | 5 | 2 | 11 | 1.1 | O=C1Nc2cc(Cl)c(Cl)cc2N(O)N1c1cc(Cl)cc(Cl)c1
0.61 | 1 | -40 | -14 | 0 | 3 | -1 | 8 | 0.2 | Cn1c(C(O)c2ccc(Cl)cc2)nc(Cl)c1Cl (stereo not drawn)
0.046 | -1 | -9 | -19[20 µM] | -9 | 3 | -5 | 5 | 1.1 | COCCCn1c(SCC(=O)Nc2ccccc2)nnc1-c1ccncc1
-1.4 | -3 | -10 | -14 | -9 | -3 | -3 | -1 | 0.9 | Cc1nc(C)c(C(=O)NCCC(c2ccccc2)c2ccccc2)o1
-1 | -2 | 1 | -11 | 0 | 9 | 2 | 9 | 0.3 | Cn1c(SCC(=O)c2ccccc2)nnc1C1COc2ccccc2O1 (stereo not drawn)
0.16 | -2 | 18 | -11[20 µM] | 2 | -2 | -4 | 7 | 0.5 | C=CCOc1ccc(CNC(C)(C)CO)cc1OC
/ | -1 | -6 | 2[20 µM] | 2 | -2 | 2 | 10 | 0.9 | CCCSc1nc(C)cc(C)c1S(=O)(=O)c1ccccc1C
-0.58 | 1 | 2 | -23[20 µM] | -13 | 7 | 3 | 15 | -0.7 | N#Cc1c2c(c(NCc3cccnc3)n3c1nc1ccccc13)CCC2
0.026 | 0 | 2 | -25 | 3 | 6 | -6 | 11 | 0.9 | COc1ccc(C(=O)N/N=C/c2sc(=O)n(Cc3cccc(C(=O)O)c3)c2Cl)cc1
0.33 | 2 | 74* | 1 | 29 | -6 | 34 | 26 | -0.2 | COC(=O)c1c(SCC(=O)Nc2ccc(C)cc2)nc(=O)[nH]c1C
-0.48 | 0 | -9 | -18[20 µM] | -2 | -8 | -5 | -2 | 0.6 | C=CCOc1ccc(CNc2nccs2)cc1
0.052 | -2 | -5 | -25 | -2 | 4 | -20 | -4 | -0.5 | O=C(O)c1cccn1Cc1ccccc1F
0.27 | 1 | -3 | -14 | -2 | 1 | -7 | 5 | -0.7 | CCC12CN3CCN(CC(C3)/C1=N\NC(=O)Nc1ccccc1)C2
28* | -1 | -49 | -24 | 15 | 6 | 2 | 9 | 1.2 | CCCCn1c(N)c(C(=S)NC(=O)CC(C)(C)C)c(=O)n(C)c1=O
1 | 5 | -5 | -13 | 1 | -1 | 3 | 8 | 1.5 | Cn1cc([N+](=O)[O-])c(C(=O)NCc2ccccc2)n1
0.63 | -1 | -2 | -8 | -7 | -5 | 3 | 8 | -0.4 | O=C(O)C(CC1CCCCC1)N1CCS(=O)(=O)CC1 (stereo not drawn)
0.045 | -1 | -12 | -11 | 1 | 2 | -10 | 13 | 0.2 | O=C(CC(=O)c1ccccc1)Nc1cccnc1Cl
-0.43 | 3 | -2 | 9 | 2 | 4 | 7 | 11 | 2.1 | Cc1cc(C)nc(NC(=S)Nc2cccc(Cl)c2Cl)c1
-0.35 | 0 | 1 | -16 | -1 | 3 | 0 | 9 | 0.7 | CC(C)(C)NC(=O)C(c1ccncc1)N(C(=O)Cn1nnc(-c2ccc(F)cc2)n1)c1cccc(F)c1 (stereo not drawn)
-0.33 | 2 | -13 | -17[20 µM] | 3 | 3 | 0 | 8 | 1.5 | COc1ccc2nc(NC(=O)CCc3nc(-c4ccccc4F)no3)sc2c1
-0.4 | -1 | -13 | -5[20 µM] | 2 | -1 | -1 | 11 | -2.2 | COc1c(C)cccc1C(=O)Nc1ccc(CN2CCCCC2)cc1
0.51 | -3 | -29 | -17 | 6 | 3 | 1 | 6 | 0.7 | CCCc1nc(NCc2ccco2)c(C#N)c2c1COC(C)(C)C2
-0.73 | 1 | -7 | -12 | 9 | 4 | 1 | 9 | 0.1 | CCn1cc(/C=N\NC(=O)c2c[nH]c3ccccc23)c(C)n1
-0.2 | 0 | -8 | -8[20 µM] | 1 | 1 | 0 | 20 | 0.9 | Cc1ccccc1/C=N/NC(=O)Cn1cnc([N+](=O)[O-])n1
-0.8 | 5 | / | -18[20 µM] | / | -2 | / | / | 0.1 | C/C(=N\Nc1cc(Cl)nc(C)n1)c1ccc(C)cc1

(continued)
Cl transport mod | Wee1 stabilizer | hK5 inh | Furin inh | FXIa inh 1536 | p97 inhibitor | thrombin 1536 | FXIIa inh 1536 | PERK inh | mol
0.83 | 5 | -26 | -22 | 1 | 2 | 4 | 16 | 0.5 | Cc1ccccc1N(Cc1nnc2n1CCCCC2)C(=O)Nc1ccccc1
0.039 | -1 | -15 | -8 | -2 | -1 | -9 | 4 | -1.1 | CCOc1ccc(NC(=O)COC(=O)c2c(OC)cccc2OC)cc1
-0.12 | 2 | 4 | -21 | 0 | 2 | -4 | 12 | 0.5 | COc1ccc(C(=O)C2CCCN(C(=O)Cc3c(C)noc3C)C2)cc1OC (stereo not drawn)
0.8 | -1 | -19 | -4 | 3 | 8 | -1 | 3 | 1.2 | CCN1CCCC(NC(=O)c2cc([N+](=O)[O-])ccc2OC)C1 (stereo not drawn)
0.58 | 4 | -2 | -21 | -3 | 6 | -3 | 2 | 1.9 | COc1ccc(/C=N/n2cnc3c([nH]c4ccc(F)cc43)c2=O)cc1CSc1ccccn1
/ | 0 | -18 | -19 | -2 | -3 | 2 | 7 | 0.6 | O=c1c2c3c(sc2nc2n1N=C(c1cccs1)CS2)CCCC3
-1.3 | 0 | -4 | -7[20 µM] | 5 | -5 | 1 | 12 | 0.3 | COc1c(C)cc(S(=O)(=O)NC2CC(C)(C)NC(C)(C)C2)c(C)c1C

Rewritten as labelled records: entries from further up.
compound: CCN1CCCC(NC(=O)c2cc([N+](=O)[O-])ccc2OC)C1 (stereo not drawn)
  Cl transport mod = 0.8
  Wee1 stabilizer = -1
  hK5 inh = -19
  Furin inh = -4
  FXIa inh 1536 = 3
  p97 inhibitor = 8
  thrombin 1536 = -1
  FXIIa inh 1536 = 3
  PERK inh = 1.2
compound: Cc1ccccc1N(Cc1nnc2n1CCCCC2)C(=O)Nc1ccccc1
  Cl transport mod = 0.83
  Wee1 stabilizer = 5
  hK5 inh = -26
  Furin inh = -22
  FXIa inh 1536 = 1
  p97 inhibitor = 2
  thrombin 1536 = 4
  FXIIa inh 1536 = 16
  PERK inh = 0.5
